ssDAF12 agonist: activates DAF-12 receptor from parasite S. stercoralis. HEK293 ssDAF-12/GRIP1 lit1-tk-luc reporter, luminescence; % of 3 µM dafachronic acid response. 370,000 tested, 1% active. activation, % at 6.8 µM;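 active = activation above the mean over all tested compounds plus 3 SD, cut at about 0.9% in these data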;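 also: 0% = DMSO-only wells and 100% = 3 µM delta7-dafachronic acid wells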
GC-A act: GC-A (human) enzyme activation; 370,000 tested, 0.14% active; activation, % at 10 µM; HEK293 GC-A cells, cGMP TR-FRET, EC30 ANP; 0% at EC30 ANP, 100% saturating ANP; P16066; in the data active = activation above about 40%
sPLA2-III inh: Blocks human group III sPLA2 activity; Q9NZ20; QFRET BODIPY PC-A2 liposome hydrolysis, fluorescence; inhibition, % at 12.2 µM; 370,000 tested, 0.56% active; AID 743126;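 active = inhibition above mean plus 3 SD of compounds lying within the high and low control bounds, cut at about 19% in these data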;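 also: 0% = median of test compound wells and 100% = no enzyme DMSO wells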
hgDAF-12 ag: hgDAF-12 agonism, primary luciferase screen. HEK293 GAL4-hgDAF12 UAS-luciferase reporter, agonist luminescence; normalized to butyrate control. activation, % at 6.8 µM. 370,000 tested, 1.8% active. AID 687014;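 active = activation above a cutoff set at the mean of all screened compounds plus 3 SD, cut at about 10% in these data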;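 also: 0% = DMSO wells and 100% = sodium butyrate wells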
NPR2 activator: GC-B (human) receptor activation; P20594; HEK293-GC-B cells, CNP EC30, cGMP TR-FRET; 0% at EC30 CNP, 100% saturating CNP; activation, % at 10 µM; 370,000 tested, 0.11% active; AID 1920062;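 active = activation at 10 µM reaching about 35% in either raw or pattern-adjusted values, limit read from the data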
hcDAF-12 act: activators of H. contortus DAF-12 nuclear receptor | HEK293 hcDAF-12 lit1-tk-luc reporter, luminescence; 0% DMSO, 100% Δ7-dafachronic acid | activation, % at 6.8 µM | 370,000 tested, 1.4% active;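 active = activation above the mean of all tested compounds plus 3 SD, cut at about 5.5% in these data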;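 also: 100% = response to 3 µM Δ7-dafachronic acid high control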
SMARCA2 act: increases SMARCA2 function in MMTV reporter cells. MG213 cells, MMTV-luciferase reporter, dexamethasone, overnight. activation, % at 9.1 µM. 370,000 tested, 1% active; in the data active = activation above about 7.8%;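 also: 0% = vehicle wells and 100% = reference activator wells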
ADAM10 inh: inhibitors of human ADAM10. O14672. recombinant ADAM10, EDANS/DABCYL FRET peptide cleavage, 3 h. inhibition, % at 7 µM. 370,000 tested, 0.62% active. AID 720582;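 active = inhibition above a per-campaign cutoff equal to the mean of compounds falling between control-based bounds plus 3 SD, cut at about 20% in these data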;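 also: 0% = DMSO wells while the 100% control is not disclosed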
Target sequence (O14672 214-748 limits assumed): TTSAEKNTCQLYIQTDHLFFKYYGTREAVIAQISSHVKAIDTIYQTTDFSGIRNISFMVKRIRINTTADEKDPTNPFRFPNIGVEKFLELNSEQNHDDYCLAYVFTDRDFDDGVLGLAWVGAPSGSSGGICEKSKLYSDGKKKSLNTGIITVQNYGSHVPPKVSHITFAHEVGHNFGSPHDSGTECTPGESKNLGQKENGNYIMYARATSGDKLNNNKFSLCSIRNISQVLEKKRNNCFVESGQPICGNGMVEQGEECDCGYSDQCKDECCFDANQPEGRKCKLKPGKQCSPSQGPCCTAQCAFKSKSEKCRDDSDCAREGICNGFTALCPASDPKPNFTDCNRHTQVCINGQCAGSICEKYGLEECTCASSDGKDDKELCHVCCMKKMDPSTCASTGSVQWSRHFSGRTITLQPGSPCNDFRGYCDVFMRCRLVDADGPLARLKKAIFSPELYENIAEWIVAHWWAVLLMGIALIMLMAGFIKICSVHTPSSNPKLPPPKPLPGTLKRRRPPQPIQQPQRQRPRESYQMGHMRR
DAX1 inh-1: blocks DAX1 repression of SF-1 activated StAR promoter. HEK293T StAR-luciferase reporter, SF-1/DAX-1 repression relief. inhibition, % at 6.8 µM. 370,000 tested, 1.1% active. AID 652010;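 active = inhibition above the mean over all tested compounds plus 3 SD, cut at about 3.6% in these data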;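 also: 0% = DAX-1 cells with DMSO and 100% = cells lacking DAX-1 with DMSO; higher inhibition means more luminescence from relief of DAX-1 repression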
FXN GAA850 act: increases GAA850 frataxin promoter reporter activity; HEK293 lucGAA850 FXN promoter luciferase reporter, 24 h; percent of 10 µM SAHA response; activation, % at 6 µM; 360,000 tested, 0.56% active;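 active = activation above the average of all compounds screened plus 3 SD, cutoff fixed separately per campaign, cut at about 7.5% in these data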;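 also: 0% = DMSO wells and 100% = 10 µM SAHA wells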
DAX1 inh-2: NR0B1 (DAX1) inhibition. HEK293 Gal4-DAX1 luciferase reporter, luminescence. 340,000 tested, 0.99% active. P51843. inhibition, % at 6.75 µM. AID 504766;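 active = inhibition above the mean over all tested compounds plus 3 SD, cut at about 4.2% in these data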;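 also: 0% = DAX1-transfected cells with DMSO and 100% = empty-vector control cells with DMSO; inhibition shows as a rise in luminescence from relieved DAX1 repression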
Target sequence (P51843 207-470 limits assumed): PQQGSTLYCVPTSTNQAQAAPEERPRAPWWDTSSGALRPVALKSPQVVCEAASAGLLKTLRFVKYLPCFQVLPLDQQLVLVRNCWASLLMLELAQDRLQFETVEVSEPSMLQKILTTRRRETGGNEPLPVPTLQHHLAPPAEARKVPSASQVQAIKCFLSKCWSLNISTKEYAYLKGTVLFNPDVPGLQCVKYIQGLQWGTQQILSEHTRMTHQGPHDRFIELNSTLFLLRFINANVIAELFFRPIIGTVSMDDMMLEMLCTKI
An asterisk follows results filed as active; i = inactive; nt = no result given.

SMILES	ssDAF12 agonist	GC-A act	sPLA2-III inh	hgDAF-12 ag	NPR2 activator	hcDAF-12 act	SMARCA2 act	ADAM10 inh	DAX1 inh-1	FXN GAA850 act	DAX1 inh-2
Clc1ccccc1CN(Cc1ccco1)Cc1nnnn1C1CCCC1	-1.1	-17	-26	-0.3	-12	-3.4	-2	5	-1.2	0.1	-1.4
Cc1ccc(NC(=O)Cn2cnc3c(=O)n(C)c(=O)n(C)c32)c(C)c1	-1.2	0	0	-2.8	-9	-0.8	-3	-1	-0.7	0.3	0.1
O=C(CN1CCCCC1)Nc1scc2c1c(=O)oc1ccccc12	-0.7	-4	9	3.3	1	1.0	-1	-3	-0.2	2.7	0.8
CCC(Oc1ccc(C)c(C)c1)C(=O)O (stereo not given)	-1.6	4	4	0.5	3	-1.2	1	-2	0.2	1.1	2.8
CCC(CC)C(=O)N1CC(=O)Nc2ccc(F)cc2C1c1ccccc1 (stereo not given)	-0.2	-1	-9	-1.4	3	0.9	-2	5	-0.2	1.5	0.7
CC(C)C[C@@H](CN1CCCC1CN1C(=S)NC[C@@H]1Cc1ccc(O)cc1)N1C[C@H](Cc2ccc(O)cc2)N(CC2CCCCC2)C1=S (stereo not given in full)	-0.8	2	-18	0.0	3	-0.2	-7	4	-0.8	-4.2	-0.1
COc1cccc(/C=C/C(=O)OCC(=O)NCc2ccco2)c1OC	-1.4	2	2	-1.8	-2	-1.6	-3	-10	-0.2	1.5	-1.0
COC(=O)[C@]12C[C@H](CC(=O)NCc3ccccc3)C(=O)N(Cc3cccc4ccccc34)C1=C[C@H](C1CCCC1)O[C@@H]2C	-0.6	-3	-3	-1.6	-7	-1.5	-5	17	-0.6	nt	nt
CSc1ccc(CN2CCC2(C)C(=O)Nc2cccc(Oc3ccccc3)c2)cc1 (stereo not given)	-1.1	7	-14	-0.9	12	-0.5	-1	4	-0.8	1.5	nt
O=C(c1ccc2c3c(cccc13)CC2)C1CCCN(Cc2ccncc2)C1 (stereo not given)	-2.9	-1	-8	-5.3	-3	-4.0	-6	-157	-2.0	1.0	-1.0
COc1ccccc1-c1oc2ccccc2c1-c1ccc2c(c1)OCO2	-0.3	0	6	-0.7	-12	2.0	0	-61	-0.4	0.2	-1.0
CCN(CC)S(=O)(=O)c1cccc(C(=O)NC(C)C(c2cccs2)N2CCCC2)c1 (stereo not given)	-1.8	1	-1	0.7	-4	-1.4	-4	-1	-1.2	0.0	0.2
Cc1ccc(Oc2cc(C)nc(-c3ccccc3O)n2)cc1	-0.8	-2	2	3.4	-10	-0.2	3	0	-0.3	3.2	0.3
Cn1cnc2cc(NCc3ccccc3O)ccc21	-0.3	-3	4	0.6	-3	0.6	3	-8	0.5	3.5	1.3
O=C(O)c1cn(-c2ccccc2)nc1-c1cccnc1	-0.4	3	-9	-0.6	5	0.4	0	5	-0.3	0.2	0.4
O=C1c2ccccc2C(=O)N1CCCN1C(=O)c2ccccc2C1=O	-0.2	-1	4	4.3	-1	4.5	0	-6	-0.7	-1.3	0.0
NS(=O)(=O)c1ccc(NC(=O)c2cc(-c3ccccc3O)n[nH]2)cc1	-1.2	3	-32	1.6	-2	-1.8	1	1	0.0	0.2	-1.2
COc1ccc(N(Cc2cc3ccccc3[nH]c2=O)S(=O)(=O)c2ccc(C)cc2)cc1	-0.7	-9	3	0.8	2	0.4	-1	-10	1.0	-1.8	1.2
Cc1ccc(Oc2ncccc2/C=N/OCc2ccc(Cl)c(Cl)c2)cc1	-1.2	1	-3	1.7	-4	-0.7	3	0	-0.8	2.5	0.4
CCCN1CCN(CCCNC(=S)Nc2ccc3nc(N4CCN(CC)CC4)cc(C)c3c2)CC1	-0.6	3	0	0.6	-6	-1.0	6	-87	0.5	1.5	0.8
CCCCCCn1c(=O)n2n(c1=O)[C@@H]1CN(S(=O)(=O)c3ccc(C)cc3)C[C@]1(O)[C@@H](OC(=O)NCc1ccccc1F)C2	-1.3	-2	-35	2.2	-7	-0.6	-4	8	-0.6	-0.3	0.2
O=C(O)c1cnn(-c2nc(-c3ccc(Br)cc3)cs2)c1C(F)(F)F	0.0	7	-16	7.2	-2	1.5	5	-38	1.2	0.4	2.5
O=C1CCCC1C(=O)Nc1ccc2ccccc2c1 (stereo not given)	-0.9	4	-49	3.0	2	-1.6	4	-13	0.6	-3.1	0.2
O=C(c1ccccc1-c1nc(-c2ccccc2Cl)no1)N1CCOCC1	-0.8	0	-5	0.5	0	0.9	-3	1	0.0	-0.6	-0.6
O=C(Cc1ccc(Br)cc1)NC1CCCCC1	-2.0	0	-4	0.2	0	1.2	1	-5	0.3	1.4	0.5

Single entries from above:
Reading of COc1cccc(/C=C/C(=O)OCC(=O)NCc2ccco2)c1OC in NPR2 activator: -2
Reading of CCC(CC)C(=O)N1CC(=O)Nc2ccc(F)cc2C1c1ccccc1 (stereo not given) in DAX1 inh-2: 0.7
Reading of CCCCCCn1c(=O)n2n(c1=O)[C@@H]1CN(S(=O)(=O)c3ccc(C)cc3)C[C@]1(O)[C@@H](OC(=O)NCc1ccccc1F)C2 in DAX1 inh-2: 0.2
Reading of O=C1CCCC1C(=O)Nc1ccc2ccccc2c1 (stereo not given) in DAX1 inh-2: 0.2
Reading of NS(=O)(=O)c1ccc(NC(=O)c2cc(-c3ccccc3O)n[nH]2)cc1 in GC-A act: 3

Results in ADAM10 inh, hgDAF-12 ag and NPR2 activator, for four of the compounds above:
compound	ADAM10 inh	hgDAF-12 ag	NPR2 activator
CCC(Oc1ccc(C)c(C)c1)C(=O)O (stereo not given)	-2	0.5	3
COc1ccc(N(Cc2cc3ccccc3[nH]c2=O)S(=O)(=O)c2ccc(C)cc2)cc1	-10	0.8	2
O=C(Cc1ccc(Br)cc1)NC1CCCCC1	-5	0.2	0
CCCCCCn1c(=O)n2n(c1=O)[C@@H]1CN(S(=O)(=O)c3ccc(C)cc3)C[C@]1(O)[C@@H](OC(=O)NCc1ccccc1F)C2	8	2.2	-7

Further compounds
SMILES	ssDAF12 agonist	GC-A act	sPLA2-III inh	hgDAF-12 ag	NPR2 activator	hcDAF-12 act	SMARCA2 act	ADAM10 inh	DAX1 inh-1	FXN GAA850 act	DAX1 inh-2
O=C(Cn1c2ccccc2c(=O)c2ccccc21)N/N=C/c1cc([N+](=O)[O-])ccc1N1CCCCC1	-0.6	-9	-2	0.3	-2	-1.4	-2	-76	-0.7	0.0	0.2
C=CCn1c(N)c(C(=O)OCC)sc1=S	-1.0	-24	1	0.9	-9	-0.3	-2	2	-0.3	1.6	-1.4
Cc1sc2nc(-c3cccnc3)[nH]c(=O)c2c1-c1ccccc1	-1.5	2	5	3.9	4	-0.9	-2	-24	-0.2	1.0	-0.3
CCOC(=O)C1=NOC(C(C)=O)(C(=O)Nc2cc(C)cc(C)c2)C1 (stereo not given)	-0.5	-1	-2	0.4	-8	-1.1	-2	0	-0.1	nt	nt
O=C(CCn1nc(-c2ccc(Cl)cc2)ccc1=O)N1CCN(c2ccccn2)CC1	-0.8	0	-6	-2.9	-14	-1.8	2	-5	-0.6	-0.1	-0.6
COC(=O)c1ccc(C(=O)OC)c(NC(=S)N2CCCCC2C)c1 (stereo not given)	-1.4	0	2	4.0	2	-1.2	0	i	-0.4	0.9	-0.5
Cc1ccc2cc3cc(C(=O)NCCCN4CCCC4=O)oc3nc2c1	-1.6	0	-3	0.1	-5	-2.7	-2	i	-1.4	1.3	-0.6
COc1ccccc1-n1c(-c2ccccc2)c[nH]c1=S	-1.3	1	12	5.1	1	-0.2	2	1	-0.4	0.1	-0.2
CCOC(=O)c1cnc2c(F)ccc(F)c2c1Sc1ccccc1	-1.0	-1	-1	1.9	1	-1.3	-1	-1	-0.1	1.8	-0.6
CC(=O)Nc1ccc(NC2=C/C(=N/S(=O)(=O)c3cccs3)c3ccccc3C2=O)cc1	-3.1	0	-7	-15	5	0.0	-10	7	-3.5	-13	nt
Cc1ccc(C(=O)n2ccc3ccc(-c4ccc5ccn(Cc6ccc(C#N)cc6)c5c4)cc32)cc1	-0.6	1	1	0.3	3	1.4	-1	-7	-1.0	nt	nt
N=C1CCCN1CC(=O)c1ccc(Br)cc1	-1.1	-1	-7	9.8	4	-1.1	3	6	0.8	3.7	0.2
Nc1ccn(CC(=O)NCCNc2ccc([N+](=O)[O-])cn2)c(=O)n1	-1.5	5	4	0.1	5	-1.5	0	3	0.0	-1.5	0.1
OCCC1CN(Cc2c(F)cccc2Cl)CCN1C1CCCC1 (stereo not given)	-0.9	3	6	2.9	0	-0.7	1	7	1.0	1.5	-0.5
O=C(COc1ccccc1)NC(=S)Nc1ccc2c3c(cccc13)CC2	-0.9	4	6	-2.0	9	-0.4	1	-1	-0.4	2.4	-0.8
CCOC(=O)c1[nH]c(C)c(C(=O)OCC)c1C	-1.4	-3	4	1.2	-1	1.5	2	-7	0.7	3.4	-1.0
Cc1ccc(-c2csnn2)cc1	-1.0	-4	-1	-0.6	1	1.3	-2	4	0.2	-1.9	3.7
O=C(c1c[nH]c2ccccc12)N1CCN(c2ccccc2)CC1	-0.8	-5	-5	-0.7	4	-1.7	-3	-3	1.0	1.5	-0.4
C/C(=N/NC(=O)c1cccnc1)C1=C(O)CC(C)(C)CC1=O	-0.8	2	0	0.3	1	-1.5	-2	-9	0.0	0.2	-0.2
Cc1cc(C)c(S(=O)(=O)N2CCC(C(=O)NCc3ccc(Cl)cc3Cl)CC2)c(C)c1	-0.8	-2	5	-2.9	2	-1.5	-2	5	0.3	-2.2	-1.0
COc1cc(CNCc2ccc3c(c2)OCO3)c([N+](=O)[O-])cc1OC	-1.2	1	4	-1.2	2	-2.2	-1	-1	-0.2	-1.0	2.2
CC1Cc2cc(/C(O)=C3/C(=O)C(=O)N(CCCn4ccnc4)C3c3ccco3)ccc2O1 (stereo not given)	-1.5	3	-1	0.4	7	-1.2	2	-6	-1.2	-5.7	1.5
CCN(CC)S(=O)(=O)c1cccc2cc(C(=O)O)c(O)cc12	-0.5	12	-7	-0.1	-2	-1.7	0	-122	0.2	-2.9	0.2
C=CCNC(=S)NNC(=O)C(CCCC)CC(C)(C)O (stereo not given)	-0.9	-1	10	0.7	-16	-2.0	-1	-12	-0.7	1.2	0.8
O=C(Nc1cccc(-c2cccc(Cl)c2)c1)C1CCN(C2CCC2)CC1	-0.4	-5	-10	2.7	0	4.2	-4	-11	1.5	1.7	1.2
COc1ccc(C(=O)O)cc1S(=O)(=O)NC(C)C	-1.4	4	7	1.8	8	2.0	-5	3	-0.1	2.5	0.1
O=c1oc(-c2ccccc2)nc2sc3c(c12)CCCC3	-0.3	-10	3	-0.3	-6	1.9	1	-4	-0.4	2.1	0.6
COc1ccc(C=CC(=O)c2cc(O)ccc2O)cc1	-0.9	-7	-11	0.2	-3	0.8	2	-1	-0.1	2.1	-0.2
O=C(Nc1ccccn1)Nc1cccs1	-0.5	4	1	5.7	-3	4.9	3	2	1.6	2.9	1.2

Screening data: PubChem BioAssay, several laboratories

No enrichment for hits; 6.6% or so of the library scored in one or more.
